KDM5B inh = KDM5B demethylase inhibition | Q9UGL1 | 220,000 tested, 2.6% active | Potency, µM (highest dose often 57.7 µM), inactives show at the top dose activity change, negative = inhibition, usual class: inhibitors | KDM5B demethylase, FDH-coupled NADH fluorescence (FDH is formaldehyde dehydrogenase) | AID 1347165; active means well fitted inhibition curve with a large enough effect; inconclusive means small, poorly fitted or top-dose-only effect; inactive means no such curve, though single readings can be large or run the other way; further: 0% is about no effect; nearly all actives have a fitted effect of over 70% in size
Target sequence (Q9UGL1 whole entry, looked up): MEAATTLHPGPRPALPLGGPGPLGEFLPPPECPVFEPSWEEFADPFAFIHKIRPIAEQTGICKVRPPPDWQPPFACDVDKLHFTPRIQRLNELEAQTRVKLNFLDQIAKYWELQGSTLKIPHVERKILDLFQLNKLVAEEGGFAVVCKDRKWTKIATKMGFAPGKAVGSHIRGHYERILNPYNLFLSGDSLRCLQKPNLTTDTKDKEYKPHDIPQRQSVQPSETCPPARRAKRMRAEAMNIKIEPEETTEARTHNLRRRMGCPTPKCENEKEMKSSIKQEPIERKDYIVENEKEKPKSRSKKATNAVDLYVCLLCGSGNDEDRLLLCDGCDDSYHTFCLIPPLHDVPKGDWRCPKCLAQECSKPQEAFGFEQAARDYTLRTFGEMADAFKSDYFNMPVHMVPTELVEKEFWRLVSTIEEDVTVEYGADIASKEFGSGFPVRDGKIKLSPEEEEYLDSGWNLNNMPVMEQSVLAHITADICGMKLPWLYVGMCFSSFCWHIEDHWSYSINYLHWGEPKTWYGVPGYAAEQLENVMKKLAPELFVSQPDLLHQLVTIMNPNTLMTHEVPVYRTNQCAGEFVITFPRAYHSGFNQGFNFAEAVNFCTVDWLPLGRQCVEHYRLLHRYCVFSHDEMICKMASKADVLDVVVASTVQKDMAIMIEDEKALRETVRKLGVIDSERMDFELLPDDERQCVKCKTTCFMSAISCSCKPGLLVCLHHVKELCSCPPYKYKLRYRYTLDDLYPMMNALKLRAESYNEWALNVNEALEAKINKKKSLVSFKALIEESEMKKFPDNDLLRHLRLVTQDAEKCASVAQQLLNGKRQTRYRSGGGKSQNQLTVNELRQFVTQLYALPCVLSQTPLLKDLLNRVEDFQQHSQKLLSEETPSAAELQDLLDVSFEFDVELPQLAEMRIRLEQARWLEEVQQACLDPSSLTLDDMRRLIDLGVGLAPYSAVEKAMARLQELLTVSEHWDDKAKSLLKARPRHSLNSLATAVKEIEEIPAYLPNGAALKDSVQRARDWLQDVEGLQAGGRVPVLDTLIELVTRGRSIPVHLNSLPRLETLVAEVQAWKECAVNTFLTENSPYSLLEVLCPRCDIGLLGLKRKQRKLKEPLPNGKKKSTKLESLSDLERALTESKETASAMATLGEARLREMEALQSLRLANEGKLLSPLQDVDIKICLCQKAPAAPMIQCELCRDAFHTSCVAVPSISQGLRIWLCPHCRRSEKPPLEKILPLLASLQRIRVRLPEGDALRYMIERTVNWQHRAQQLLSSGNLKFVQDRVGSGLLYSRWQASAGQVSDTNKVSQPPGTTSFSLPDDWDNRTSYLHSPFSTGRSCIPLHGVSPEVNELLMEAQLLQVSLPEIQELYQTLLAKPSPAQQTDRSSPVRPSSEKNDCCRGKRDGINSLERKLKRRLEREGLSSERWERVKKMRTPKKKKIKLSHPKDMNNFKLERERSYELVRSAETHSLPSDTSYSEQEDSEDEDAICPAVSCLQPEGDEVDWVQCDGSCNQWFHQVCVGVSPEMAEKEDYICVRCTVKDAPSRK
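Compound dilutions met 200 nM (final) KDM5BΔAP for 10 min at room temperature before substrate addition. The substrate mix held 12.5 µM H3K4me3 with cofactors 25 µM α-ketoglutarate and 50 µM Fe²⁺. NADH signal gain over 30 min defined activity.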
Numbers without * were called inactive; i = inactive; u = inconclusive; [ ] = another dose, or the depositor's remark. Potency means the concentration at half of the fitted maximal effect. Some of the compounds tested (hit frequency here may not be typical).

SMILES | KDM5B inh
COC(=O)c1ccc(C2/C(=C(\O)c3ccc(F)cc3)C(=O)C(=O)N2c2ccccn2)cc1 (configuration not stated) | 7.1%
Cc1ccc(N2CCN(C(=O)C3CCN(S(=O)(=O)c4ccc5c(c4)oc(=O)n5C)CC3)CC2C)cc1 (configuration not stated) | -22.4%
CCOC(=O)C(=CNc1ccc2c(c1)CCN2C(C)=O)C(=O)OCC | -9.1%
O=C(NC1CCN(C(=O)N2CC3CC(C2)[C@H]2CCCC(=O)N2C3)CC1)C1CC1 (some centres not stated) | 8.4%
CC1CCN(S(=O)(=O)c2ccc3nc(NCc4ccc(N(C)C)cc4)ccc3c2)CC1 | u
CC(C)OCCCNC(=O)[C@H]1N2C(=O)c3ccccc3C2SC1(C)C (some centres not stated) | 25.4%
O=C(CSc1nnc(-c2ccco2)n1C1CCCCC1)N1CCN(c2ccc(O)cc2)CC1 | -22.3%
Cc1ccc(CC(=O)N2CCN(S(=O)(=O)c3ccccc3)CC2)cc1 | 15.4%
C[C@H]1[C@@H]2[C@@H](O)C([C@H](C)C(=O)N3CCC(Cc4ccccc4)CC3)CC[C@@]2(C)CC[C@@H]1NC(=O)c1cnccn1 (some centres not stated) | 9.7%
CCCn1nc(C(=O)Nc2ccc3nc(C)sc3c2)c2ccccc2c1=O | 18.9%
CCCCC(CC)CNC(=S)Nc1ccc(C)cc1C (configuration not stated) | -1.2%
O=C(Nc1ccc(SC2CCCC2)cc1)C1CC1 | 20.4%
O=C(O)c1ccc(CN2CCC(CO)CC2)cc1 | 26.5%
Cc1cc(F)cc(CN2CCOc3cc([S+](N)(=O)[O-])ccc3C2)c1 | -8.1%[86.2 µM]
Cc1cc(-c2nnc(CSc3nc4ccc(Cl)cc4[nH]3)o2)c(C)o1 | u
O=C(Cc1cccnc1)N1CCCC(c2nc(CCOc3ccc(F)cc3)no2)C1 (configuration not stated) | -9.0%
Cc1cc(=O)oc2cc3c(cc12)OCO3 | i
Cc1nc2ccc(CC(=O)N[C@H](c3ccccn3)C3CC(O)C3)cc2[nH]1 (some centres not stated) | 12.8%
CCc1ccc(CNC(=O)C2COc3ccccc3C2)cc1 (configuration not stated) | 11.8%
CC(C)(C)C(=O)NC1CCN(Cc2ccccc2)C1 (configuration not stated) | 10.3%
Cc1ncccc1C(=O)N1CCCC(c2nc(-c3ccccc3)no2)CCNC(=O)CC1 (configuration not stated) | 23.6%
CCN1CCN(CCOc2ccc3cc(-c4ccc(OC)cc4)c(=O)oc3c2)CC1 | i
Cc1cc(N)c([N+](=O)[O-])cc1C | 16.1%
CCNC(=O)Nc1ccc(OCC(=O)NCc2cc(F)cc(F)c2)nc1 | -16.0%
Nc1ccc(C(=O)N/N=C/c2ccc([N+](=O)[O-])cc2)cc1 | -17.5%
O=C(Nc1ccc(SC2CCCC2)cc1)c1cccs1 | -13.4%
Cc1nn(-c2ccccc2[N+](=O)[O-])c(C)c1[C@@H]1C=C[C@@H](NS(=O)(=O)c2ccccc2)C1 | u
COc1ccc(/C=C2\Oc3cc(OC(=O)C(C)(C)C)ccc3C2=O)cc1 | -12.3%
CCn1ccc(C(=O)N2CCC(N3CC(OCC4CC4)C34CCOCC4)CC2)n1 (configuration not stated) | 21.1%
O=C(COc1ccccc1Cl)Nc1cccc(-c2nnc(-c3ccco3)o2)c1 | -8.3%
Cc1c(Cl)cccc1Nc1ncncc1-c1nc(-c2ccccc2)no1 | 310.5%[activator]
Cc1ccc(-c2nc(CS(=O)(=O)CC(=O)Nc3cc(C)ccc3C)c(C)o2)cc1 | -7.3%
Cc1ccc(CCNC(=O)c2ccc(Nc3nc4ccccc4n4nnnc34)cc2)cc1 | 4.3%
Cn1ccnc1CN1C(=O)CO[C@H]2CN(CCCc3ccccc3)C[C@H]21 | -36.1%[86.2 µM]
COc1ccc(-c2nc(C3CC(=O)N(c4ccc(C)cc4)C3)no2)c(C)c1 (configuration not stated) | u
CN1CCN(Cc2cn(Cc3ccccc3)nc2-c2ccc3c(c2)OCO3)CC1 | 6.9%
CCOC(=O)C(C)Sc1nc(N2CCOCC2)c2c(c1C#N)CC(C)(C)OC2 (configuration not stated) | -2.7%
CC(=O)N(C)Cc1cccn1C | 3.2%[149 µM]
CCOc1ccc2c(c1)cc(C(=O)Nc1ccc(F)cc1F)n2C | -8.6%
CN1C(=O)[C@H]2CN(Cc3cccc(Br)c3)C[C@H]2C1=O | 17.0%
c1ccc(Oc2ncnc3scc(-c4ccccc4)c23)cc1 | 10.0%
CC(=O)Nc1ccc(S(=O)(=O)N2CCN(CC(=O)N3CCOCC3)CC2)cc1 | 18.5%
Cc1cccc(C(=O)NCc2nnc(SCC(=O)NC3=NCCS3)n2C)c1 | 13.4%
CCCN1CCCC12Cc1ccccc1CN(C(=O)CCCC(=O)O)C2 (configuration not stated) | 7.1%[115 µM]
COC(=O)c1ccc(NS(=O)(=O)c2ccc3c(c2)n(C)c(=O)c(=O)n3C)cc1 | -18.8%
CCOc1ccc(-c2cc(C(=O)NCc3ccc(OC)cc3)c3c(-c4ccc(F)cc4)[nH]nc3n2)cc1 | u
Cc1cccc2nnc(N3CCCN(C(=O)c4ccccc4Cl)CC3)n12 | 22.4µM*
CCOC(=O)c1c(C)[nH]c(C)c1S(=O)(=O)N(C)CC(=O)N1CCN(c2ccccc2)CC1 | -14.6%
Cc1cc(OCC(=O)N(Cc2sccc2C)C2CCS(=O)(=O)C2)ccc1Cl (configuration not stated) | -6.2%
O=C1COc2ccc(-c3cncnc3)nc2CN1Cc1ccc(F)cc1 | -30.4%[86.2 µM]
Cc1sc2ncnc(SCC(=O)Nc3ncccc3O)c2c1C | u
O=S(Cc1ccccc1)Cc1ccc(Cl)cc1 (configuration not stated) | 32.6%[activator]
O=C(O)C1CCN(C(=O)CSc2nnc(-c3ccccc3)o2)CC1 | 20.4%
CCn1c(CN2CCCCC2)nc2cc(NC(=O)c3ccccc3[N+](=O)[O-])ccc21 | -7.4%
O=C(COCc1cc(-c2ccc(F)cc2)on1)Nc1cc(Cl)ccc1O | 1.3%
COc1ccc(Cl)cc1NC(=O)COC(=O)CCS(=O)(=O)c1ccc(C)c(C)c1 | -12.4%
CCCn1c(C)cnc1CC1CCN(C(=O)C2(c3ccc(OC)cc3)CC2)C1 (configuration not stated) | -26.5%
CN1CC2(CCN(C(=O)NCc3ccccc3)CC2)CC1C(=O)N1CCOCC1 (configuration not stated) | -2.3%
COc1ccc(C(=O)NC(=S)Nc2ccc(S(=O)(=O)Nc3cc(C)on3)cc2)cc1OC | 14.6%
COc1ccc(-c2noc(C(=O)O)c2[C@@H](C)NC(=O)Nc2ccccc2)cc1 | 5.9%[86.2 µM]

Entries from the list above containing fluorine:
SMILES | KDM5B inh
COC(=O)c1ccc(C2/C(=C(\O)c3ccc(F)cc3)C(=O)C(=O)N2c2ccccn2)cc1 (configuration not stated) | 7.1%
Cc1cc(F)cc(CN2CCOc3cc([S+](N)(=O)[O-])ccc3C2)c1 | -8.1%[86.2 µM]
O=C(Cc1cccnc1)N1CCCC(c2nc(CCOc3ccc(F)cc3)no2)C1 (configuration not stated) | -9.0%
CCNC(=O)Nc1ccc(OCC(=O)NCc2cc(F)cc(F)c2)nc1 | -16.0%
CCOc1ccc2c(c1)cc(C(=O)Nc1ccc(F)cc1F)n2C | -8.6%
CCOc1ccc(-c2cc(C(=O)NCc3ccc(OC)cc3)c3c(-c4ccc(F)cc4)[nH]nc3n2)cc1 | u
O=C1COc2ccc(-c3cncnc3)nc2CN1Cc1ccc(F)cc1 | -30.4%[86.2 µM]
O=C(COCc1cc(-c2ccc(F)cc2)on1)Nc1cc(Cl)ccc1O | 1.3%

The listing continues:
SMILES | KDM5B inh
CCCc1ncncc1C(=O)N[C@H]1CN(S(C)(=O)=O)C[C@@H]1C(C)C | -5.5%
N[C@H]1CN(C(=O)c2ccccc2Oc2ccccc2)C[C@@H]1C1CC1 | 7.6%
CN(CC1CCOCC1)S(=O)(=O)c1cccc(Cl)c1 | 5.1%
COc1ccc2[nH]c3c(c2c1)CCN(C)C31CCN(C(=O)c2ccoc2)CC1 | u
CC(=O)N1CCc2sc(C(=O)NCc3ccc(F)cc3Cl)cc2C1 | -10.0%
Cc1ccccc1CC(=O)N1CCC2(CC1)NC(=O)N(c1cccc(F)c1)N2 | -19.3%
O=C(/C=C/c1ccccc1)c1ccc2c(c1)OCO2 | -21.0%
CC(=O)Nc1cccc(C(=O)NCc2nnc3ccc(-c4ccc(Cl)cc4)nn23)c1 | u
COc1cccc(C(=O)N2C[C@@H](Oc3cccnc3)C[C@@H]2C(=O)N2CCOCC2)c1 | 16.9%
COCc1ccc2c(c1)c(OC(C)(C)C(=O)N1CCN(C)CC1)nn2Cc1cccnc1 | 1.3%[86.2 µM]
CCOC(=O)c1ccccc1OC(=O)c1ccccc1 | 21.8%
Cn1c(CN2CCOCC2)nnc1C1CCCN(c2ccc(C#N)cn2)C1 (configuration not stated) | -25.0%
COc1ccccc1C(=O)N1CCC(CC(=O)NC2CC2)C1 (configuration not stated) | 20.1%
O=C1NCCCCCCN(S(=O)(=O)c2ccc3c(c2)CCC3)[C@H]2CCCC[C@@H]12 | -8.8%
CCCSc1nnc2n(-c3ccc(OC)cc3)c(=O)c3c4c(sc3n12)COC(C(C)C)C4 (configuration not stated) | -7.9%
NNc1nc(NCc2ccccc2)nc(Nc2ccccc2)n1 | -1.4%
COc1ccc(C(=O)Nc2ccc3nc(N4CCCCC4)cc(C)c3c2)c(OC)c1 | u
CC1=C[C@@H](CNS(=O)(=O)c2cccs2)[C@H](C(C)C)C[C@H]1CC(=O)NCc1ccc(C#N)cc1 | u
CCCC(C)NC(=O)C1CCN(C(=O)C(C)(C)C)CC1 (configuration not stated) | 12.5%
O=C(c1ccccn1)N1CC(Oc2ccc(F)cc2F)C1 | -4.6%[149 µM]
COc1ccc(NC(=O)COC(=O)c2ccc(C)c(S(=O)(=O)N3CCCCC3)c2)cc1 | -14.9%
CCOC(=O)c1c(NC(=O)C(CC)Oc2ccccc2)sc2c1CCCC2 (configuration not stated) | 0.4%
COc1ccc(CC(=O)Nc2ccc3c(c2)CN(Cc2cccc(OC)c2OC)C(=O)C(C)O3)cc1 (configuration not stated) | 16.2%
COc1ccc(-c2cn3c(n2)CO[C@@H](CNC(=O)C(C)(C)C)C3)cc1 | u
CCOc1ccc(CNC(=O)c2cc3cc(S(=O)(=O)N4CCCCC4)ccc3n2C)cc1 | u
COC(=O)CNC(=O)N1CCC(OC2CCN(Cc3ccccc3)CC2)CC1 | 36.3%
CCn1cc(C#N)c(=O)n(Cc2nc(-c3ccccc3Cl)no2)c1=O | -17.7%
COc1ccc(C(=O)N2CCC(C(=O)O)CC2)cc1 | -6.2%
O=c1c2c(nc3cc[nH]n13)CN(S(=O)(=O)c1cccc(C(F)(F)F)c1)CC2 | -8.6%
CCN(CC)C(=O)COc1ccc(-c2nnc(N3CCCCC3)c3ccccc23)cc1 | 15.7%

Molecules listed so far with a cyano group, in the order listed:
SMILES | KDM5B inh
CCOC(=O)C(C)Sc1nc(N2CCOCC2)c2c(c1C#N)CC(C)(C)OC2 (configuration not stated) | -2.7%
Cn1c(CN2CCOCC2)nnc1C1CCCN(c2ccc(C#N)cn2)C1 (configuration not stated) | -25.0%
CC1=C[C@@H](CNS(=O)(=O)c2cccs2)[C@H](C(C)C)C[C@H]1CC(=O)NCc1ccc(C#N)cc1 | u
CCn1cc(C#N)c(=O)n(Cc2nc(-c3ccccc3Cl)no2)c1=O | -17.7%

Next compounds
SMILES | KDM5B inh
O=C(Nc1nc2c(s1)CCC2)C1CC(=O)N(c2n[nH]c3ccccc23)C1 (configuration not stated) | 3.9%
CC1CN(c2cccc(Cl)c2)C(=O)CN1C(=O)c1ccc2n[nH]nc2c1 (configuration not stated) | 0.7%
Cn1c(-c2ccccc2)cnc1NC(=O)NCCc1ccccc1 | -1.1%
COc1ccccc1CNC(=O)CN1CCCc2nc(C)ncc2C1=O | -3.2%
CC(C)(C)C1CCc2c(sc(NC(=O)C3c4ccccc4Oc4ccccc43)c2C(N)=O)C1 (configuration not stated) | u
Cc1cccc(-c2nc(C3CC(=O)N(c4ccc(Cl)cc4)C3)no2)c1 (configuration not stated) | -27.1%
CN1Cc2c(cc(N3CCOCC3)nc2-c2cnn(C)c2)C1=O | 39.8µM*
O=C(COC(=O)CCc1nc2ccccc2s1)Nc1ccccc1C(=O)c1ccccc1 | 5.0%
Cc1ccc(SC(=O)c2ccc(Cl)cc2Cl)cc1 | 18.4%
COc1ccc2c(C)c(CC(=O)N3CCCC3)c(=O)oc2c1 | u
Cc1ccc(S(=O)(=O)Nc2ccc(-c3cn4ccccc4n3)cc2)c(C)c1 | u
COc1cccc(-c2ncc3c(n2)OCCN(Cc2ccc(F)cc2F)C3=O)c1OC | -12.7%[86.2 µM]
CCOc1ccc(-c2nc(Cn3nnc(C(=O)NCc4ccc(Cl)cc4)c3N)c(C)o2)cc1OC | 8.0%
COc1ccc(N2C(=O)CSC23C(=O)N(CC(=O)NCc2ccccc2)c2ccccc23)cc1 (configuration not stated) | 9.5%
Cc1ccc(C(=O)NC2CCN(c3cc(-c4ccccc4)[nH]n3)CC2)s1 | u
CNC(=O)C1CCN(Cc2csc(-c3ccc(C(F)(F)F)cc3)n2)CC1 | 16.0%
CC(NC(=O)c1cccc2cccnc12)C1CC1 (configuration not stated) | 7.0%
